JNK3 inh – JNK3 kinase activity inhibitors, primary screen, biochemical, human, purified enzyme | Mitogen-activated protein kinase 10 (Homo sapiens), P53779 | HTS | inhibition, % at 8 µM | hit rate 0.61% among 60,000 | AID 746, 2007; in the data active = inhibition above about 17%;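 also: 0% = DMSO and 100% = reference inhibitor; many of its hits are not listed in these tables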
HEK293 NFkB inh – inhibitors of PMA/ionomycin-induced NF-kB reporter, primary screen, antigen receptor NF-kB inhibitor project, cell-based, HEK-293 luciferase reporter, luminescence; HEK-293 NF-kB luciferase reporter; inhibition, % at 3 µM; hit rate 0.21% among 62,000;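 active = inhibition above the mean of all tested compounds plus 3 SD, cut at about 40% in these data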;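 also: 0% = stimulated DMSO wells and 100% = 10 µM reference inhibitor 5653914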
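Material: HEK-293 cells with stable firefly luciferase reporter driven by four HIV NF-kB elements / Also added: PMA plus ionomycin mix as NF-kB-activating stimulus / Compound dosing: 3 µM once, 0.30% DMSO / Times: 1 h pretreatment, 16 h stimulation, 37 °C / Signal: luminescence / Evaluation: per-plate % inhibition versus controls / Benchmarks: DMSO and 10 µM reference inhibitor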
ROCK2 blocker – inhibitors of human ROCK2 kinase, primary screen, biochemical, high-throughput, luminescence. inhibition, % at 6 µM. Rho-associated protein kinase 2 (Homo sapiens), O75116. purified ROCK2, Kinase-Glo ATP depletion luminescence. hit rate 0.35% among 60,000. AID 604, 2007;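 active = inhibition above the screen-wide mean inhibition plus 3 SD, cut at about 18% in these data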;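 also: plate controls were DMSO wells for no effect and Y-27632 control wells after no-enzyme background subtraction for full effect; many of its hits are not listed in these tables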
MMP-13 inhibitor – human MMP13 inhibitors, primary screen, biochemical, FRET peptide cleavage; AID 570, 2006; Collagenase 3 (Homo sapiens), P45452; inhibition, % at 4 µM; MMP-13 fTHP FRET cleavage, Mca fluorescence; hit rate 0.07% among 65,000;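 active = inhibition above the mean of compound-free control plate wells plus 3 SD, cut at about 14% in these data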;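 also: 0% = DMSO wells and 100% = wells with reference MMP-13 inhibitor after basal subtraction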
PKA kinase inh – inhibitors of human PKA kinase activity, primary screen, biochemical, ATP-depletion luminescence, Kemptide substrate | cAMP-dependent protein kinase catalytic subunit alpha (Homo sapiens), P17612 | PKA Kemptide phosphorylation, Kinase-Glo ATP luminescence | inhibition, % at 6 µM | hit rate 0.1% among 65,000 | AID 524, 2006;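 active = inhibition above the screen-wide mean inhibition plus 3 SD, cut at about 21% in these data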; also: many of its hits are not listed in these tables
A340 absorber – compound light absorbance at 340 nm, profiling panel, artefact control, biochemical, MLSMR library, data from PS, PMK, MK assays; compound absorbance at 340 nm, fold over control; fold change at 10 µM; 65,000 tested, under 10 active;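 active = at 10 µM dose, initial 340 nm absorbance at least 2 fold that of control wells; inactive = change under 2 fold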;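 also: initial absorbance extrapolated from kinetic A340 decline of NADH oxidation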
Autofluor 339 – intrinsic fluorescence of library compounds, ex339/em460 – biochemical, MLSMR library, data from DPM-DC assay, artefact control, profiling panel. compound autofluorescence, ex339/em460 nm, NADH buffer; active compounds read high; 1 = no-compound wells, NADH background. fluorescence fold increase at 10 µM. hit rate 5.5% among 65,000;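 active = at 10 µM, mean starting fluorescence two-fold or more over control wells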;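 also: signal is the first read of a kinetic run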
NADH enzymes – inhibitors of PK/LDH coupling enzymes, profiling panel, artefact control, biochemical, MLSMR library | coupled PK/LDH NADH assays, four targets | IC50, µM (top dose mostly 10 µM), inactives show at the highest dose inhibition | hit rate 0.02% among 65,000;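 active = single-dose screening hits from any of four coupled enzyme assays that gave an IC50 when retested across doses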;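 also: the DPM-DC format reads NADH fluorescence rather than 340 nm absorbance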
Ecoli tolC – growth inhibitors of E. coli tolC mutant, primary screen, strain BW25113 ΔtolC::kan, 384-well; OD615; growth inhibition, % at 10 µM (by protocol); hit rate 2.2% among 65,000;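 active = growth inhibition at or above a cutoff equal to the mean over every tested compound plus 3 SD, cut at about 60% in these data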;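 also: growth measured after 20 h incubation at 37 °C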
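Test system – E. coli BW25113 ΔtolC::kan, tolC deletion mutant strain · Detection – OD at 615 nm · Buffer or medium – LB with kanamycin 50 µg/mL · Times – 20 h compound exposure of bacteria at 37 °C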
* hit, by the source's call; . = no result given; [ ] = dose if it differs, or a comment. An excerpt; rates above refer to the full screens.

SMILES	JNK3 inh	HEK293 NFkB inh	ROCK2 blocker	MMP-13 inhibitor	PKA kinase inh	A340 absorber	Autofluor 339	NADH enzymes	Ecoli tolC
O=S(=O)(Nc1cccc(-c2nc3cccnc3s2)c1)c1ccc2c(c1)OCCO2	0	16	-7	1	10	1.1	1.2	6%	17
Cc1ccc(-n2c(Cn3cnc4ccccc43)nnc2SCC(=O)O)cc1	-7	-3	4	5	4	0.99	1	2%	-19
CCCN1C(=O)c2cc(C(=O)NCc3ccc(OC)cc3)ccc2C1O (stereo unspecified)	.	.	.	.	.	1.1	1.1	3%	2
COc1ccc2cc3c(N)c(C(=O)N4CCCC4)sc3nc2c1	-13	15	1	-36	-1	1.1	1.5	11%	27
Cc1cc(NC(=O)CSc2nnc(-c3ccco3)n2Cc2ccco2)no1	-4	2	0	5	2	1	1.1	4%	-7
CCC(Oc1ccc2ccccc2c1)C(=O)O (stereo unspecified)	1	12	3	-4	9	0.98	1	1%	-9
COc1ccc(CCNC(=O)c2nonc2N)cc1OC	-1	8	-3	8	-6	1	1.1	6%	-21
CC(C)C(=O)Nc1ccc2c(c1)nc1n2CCSC1	-9	9	0	0	0	0.97	1.1	3%	-17
O=C1CCCN1CN1CCCCC1	8	9	5	-6	8	1	1	13%	-23
Clc1ccccc1-c1nnc2sc(-c3ccncc3)nn12	3	0	23*	5	11	1	1.1	0%	-16
CCCN(CCC)S(=O)(=O)c1ccc(C(=O)NCc2ccc3c(c2)OCO3)cc1	7	10	-4	-7	5	1.1	1	0%	23
COc1ccccc1OCCNC(=O)c1ccccc1C	2	5	-3	4	4	1	1.1	6%	-4
CC(=O)Oc1cccc(N2C(=O)C3CC=C(Cl)CC3C2=O)c1 (stereo unspecified)	2	-4	1	6	5	1.1	1.1	8%	5
O=C(c1ccccc1)N1CCN(CC(O)COCC2CC=CCC2)CC1 (stereo unspecified)	3	14	-2	4	10	1	1	4%	7
Cc1nnc(SCC(=O)Nc2ccccc2)n1CCc1ccccc1	-10	1	0	2	-3	0.97	1	11%	-4
O=C(CCC1COc2ccccc2O1)Nc1cccnc1 (stereo unspecified)	-1	12	7	2	2	1	1.1	7%	-4
CC1(C)Cc2c(C#N)c(NCc3ccco3)nc(-c3ccco3)c2CO1	12	.	7	-168[fluorescence artefact?]	7	1	2.2*	2%[fluoresces]	7
O=C(COC(=O)c1ccccc1F)c1ccc(-n2nncc2-c2ccco2)cc1	-5	24	4	2	5	1	1	10%	1
CCOc1ccc(N2CC(C(=O)NCc3ccc(F)cc3)CC2=O)cc1 (stereo unspecified)	-4	-6	6	0	5	1	1.1	6%	-4
Cc1cc2nc(NC3=NCN(CCCN4CCOCC4)CN3)nc(C)c2cc1C	2	8	-1	6	-2	1.1	1.2	0%	2
COc1ccccc1CNC(=O)Cn1cnc2ccccc2c1=O	.	15	.	5	-1	1	1.1	2%	5
Cc1c(C(=O)OC(C)C)[nH]c2c1C(=O)CCC2	3	2	3	4	9	0.99	1	2%	53
Cc1csc(NC(=O)CSc2nnc3ncccn23)n1	-2	-9	1	-8	2	1	1.1	7%	-15
CC1(C(=O)NC2CCCCCC2)CCC(=O)N1Cc1ccc2c(c1)OCO2 (stereo unspecified)	8	21	-1	2	0	0.97	1.1	5%	-15
CC(C)N1CC2=C(OC(N)=C(C#N)C2c2cccnc2)/C(=C/c2cccnc2)C1 (stereo unspecified)	.	23	.	3	-2	1	1.1	6%	-9
Cc1cc(C)n(-c2nc3ccccc3n3nnnc23)n1	0	3	3	-12	3	1	0.99	7%	-9
Cn1cc(C(=O)c2ccc(Cl)cc2)cc1-c1nc2ccccc2n1C	-8	10	-11	7	-6	1.1	1.2	1%	54
c1cncc(-c2nc3c4ccccc4nc(N4CCC(N5CCCCC5)CC4)n3n2)c1	6	8	0	0	1	0.99	1	3%	0
CN1CCN(C(=O)CN(c2cccc(Cl)c2)S(=O)(=O)c2ccccc2)CC1	5	17	4	0	4	1	1.1	6%	-5
COC(=O)CSc1nnc(-c2ccoc2C)n1-c1ccc(OC)cc1	-8	16	0	5	3	1.1	1.1	1%	-2

2 entries from above in a different format:
Results follow in this order: JNK3 inh	HEK293 NFkB inh	ROCK2 blocker	MMP-13 inhibitor	PKA kinase inh	A340 absorber	Autofluor 339	NADH enzymes	Ecoli tolC
- O=C(COC(=O)c1ccccc1F)c1ccc(-n2nncc2-c2ccco2)cc1
  -5	24	4	2	5	1	1	10%	1
- Cc1cc(C)n(-c2nc3ccccc3n3nnnc23)n1
  0	3	3	-12	3	1	0.99	7%	-9

Following part.
SMILES	JNK3 inh	HEK293 NFkB inh	ROCK2 blocker	MMP-13 inhibitor	PKA kinase inh	A340 absorber	Autofluor 339	NADH enzymes	Ecoli tolC
CCC(c1nnc(SCC(=O)Nc2ccc(C(=O)Nc3ccccc3OC)cc2)o1)N(C)C (stereo unspecified)	3	2	6	0	6	1	1	1%	10
CCC(C(=O)c1ccc(O)cc1)c1ccccc1 (stereo unspecified)	-4	4	3	3	5	1.1	0.82	13%	22
c1c(C2CCCCC2)n[nH]c1CN1CCCCC1	-1	1	5	-1	5	1	1.1	7%	5
COc1cccc(-c2nnn(CCC(=O)O)n2)c1	7	6	6	0	-7	0.99	1.1	7%	-10
COc1ccccc1NC(=O)Cn1nnc(-c2ccccc2NC(=O)c2ccco2)n1	-1	26	4	-1	6	1	1.2	4%	-18
C=CCOc1nc(N(C)C)nc(N(C)C)n1	1	18	10	0	8	0.99	1.1	2%	-8
COc1ccccc1NC1=C(C)C(=O)CC1	-5	14	5	9	7	1	1.1	3%	-13
CCC(=O)Nc1c(C#N)c2nc3ccccc3nc2n1C1CCCCC1	2	.	0	-37	-1	1.1	2.3*	9%[fluoresces]	12
O=C(Cn1cnc2c(cnn2-c2ccccc2)c1=O)NCCc1ccccc1	7	13	4	-3	3	0.99	1.1	4%	-19
CN1c2ccccc2N(C)C1c1c(O)ccc2ccccc12	0	.	6	-10	6	1	1	4%	-13
CCc1nc2c3cnn(-c4cc(Cl)ccc4C)c3ncn2n1	-1	20	0	-2	-5	1.1	1.1	4%	12
COc1ccc(-n2c(=O)c3c4c(sc3n3c(C)nnc23)CCCC4)cc1	-7	19	3	-2	5	1.1	1.1	3%	-1
COc1ccc2oc(=O)c(-c3nnc(NCc4ccco4)s3)cc2c1	7	13	6	-12	7	1	1.9	0%	9
O=C(c1ccccc1)N1CCN(c2ccccc2F)CC1	3	11	7	1	4	1.1	1.1	4%	-2
O=C1c2cccc3cccc(c23)C(=O)N1c1nccs1	-3	18	6	-1	10	1.1	1.2	14%	5
O=C(CN(C1CCCCC1)S(=O)(=O)c1ccc(Cl)cc1)NCc1ccncc1	0	6	2	2	-5	1	1.1	3%	6
COc1ccc(/C=C/C2=NC(=C\N(C)C)/C(=O)O2)cc1	-4	.	7	-10	8	1.1	1.6	8%	0
NC(=O)c1cccc2c1C(=O)N(C1CCCCC1)C2	4	11	11	0	10	0.97	1	2%	-20
COc1cccc(C2CC(c3c(F)cccc3Cl)n3nc(N)nc3N2)c1 (stereo unspecified)	0	23	8	2	8	1.1	1.1	1%	10
CCC(=O)Oc1c(S(=O)(=O)c2ccc(C)cc2)c(C)nn1C(C)(C)C	-5	5	3	0	5	1	1.1	6%	5
COc1ccc(-c2cc3ccccc3n2CC(O)CN2CCN(CCO)CC2)cc1 (stereo unspecified)	-10	17	2	-37	5	1	1.2	6%	-2
Cc1nc2ccccn2c1C(=O)c1ccccc1	7	12	4	5	3	1.1	1.1	4%	3
CCOCCn1c(CN(Cc2ccccc2)Cc2ccccc2)nc2c1c(=O)n(C)c(=O)n2C	5	23	2	-1	8	0.99	1.1	7%	68*
COc1cc2[nH]c(=O)n(Cc3ccc(C(=O)NCC4CCCO4)cc3)c(=O)c2cc1OC (stereo unspecified)	.	-4	.	-15	3	1.1	1.3	9%	-6
CCOC(=O)N1CCC(N2Cc3cccc(C(=O)N4CC(C)CC(C)C4)c3C2=O)CC1 (stereo unspecified)	-5	2	4	0	6	0.99	0.95	9%	-8
CCCCC(=O)N1CCCC(c2nc3c(nnn3Cc3cc(C)ccc3C)c(=O)[nH]2)C1 (stereo unspecified)	-8	17	5	6	13	1	1.1	2%	17
O=C(CN1CCN(c2ccccc2F)CC1)c1ccc2cc[nH]c2c1	5	4	6	-13	9	1.1	2.1*	2%[fluoresces]	4
C=CCn1c2ccccc2c2nnc(SCC(=O)NC(C(=O)OC)C(C)C)nc21 (stereo unspecified)	5	18	4	2	7	1	0.99	5%	-1
COCCN(CCOC)C(=O)c1cc2c(=O)n3ccccc3nc2s1	6	11	-3	-303[fluorescence artefact?]	-4	1.1	4.9*	12%[fluoresces]	-21
COc1cccc(C(=O)CSc2nnc(-c3cc(OC)c(OC)c(OC)c3)o2)c1	-3	5	-1	-8	0	1	1.1	4%	-1
Cc1ccc(-n2c(SCC(=O)OC(C)C)nnc2-c2ccco2)cc1	-3	4	4	-3	5	1	1.1	6%	2
NS(=O)(=O)c1ccc(CNC(=O)c2ccc(Br)o2)cc1	12	1	-4	6	4	1	1.1	4%	-3
Cc1ccc2c(c1)cc(CN(Cc1ccccc1)C(=O)N(C)C)c1nnnn12	6	4	4	2	9	0.99	1	7%	27
COc1ccc2c(CC(=O)Nc3ccc(OC)c(NS(=O)(=O)c4ccc(F)cc4)c3)coc2c1	5	5	2	-2	15	1.1	1.1	5%	10
C=CCNS(=O)(=O)c1ccc(OC)c(C)c1	0	14	9	2	11	1	1.1	3%	-11
Cc1nc(N2CCN(Cc3nc4ccccc4[nH]3)CC2)c2oc3ccccc3c2n1	.	0	.	-5	7	1	1.1	3%	16
Cc1ccc(-c2nn(-c3ccccc3)cc2C(=O)N2CCOCC2)cc1	2	4	8	4	12	1	1.1	10%	13
COc1ccc(CN(C2CCCC2)S(=O)(=O)c2ccc(-n3cnnn3)c(OC)c2)cc1OC	.	12	.	2	10	1	1.1	8%	5
CC(C)CCNc1nc2c(c(=O)[nH]c(=O)n2C)n1CC(O)COC(C)C (stereo unspecified)	5	6	-1	6	-5	0.99	1.1	7%	-9
Cc1nccn1S(=O)(=O)c1ccc(Br)cc1Br	5	8	4	-1	4	1	1.1	4%	-16
S=c1[nH]nc(CSc2nc3ccccc3s2)o1	3	17	-6	-2	-1	1	1	9%	20
Cc1nnc(-n2cnc3ccccc32)c2ccccc12	10	1	-4	6	2	1	1.1	4%	-11
CCc1ccccc1NC1c2ccccc2C(=O)N1c1cc(C)ccn1 (stereo unspecified)	0	13	1	0	-8	1	1	6%	10
COc1cccc(CNc2ccc(S(N)(=O)=O)cc2)c1OC	-1	12	-5	0	-3	1	1.1	2%	-6
COCCn1nnnc1C(c1ccccc1)N1CCN(C)CC1 (stereo unspecified)	-3	10	2	3	7	0.99	1	6%	-13

Compound activity as filed in PubChem.
